Epigenetic derep: epigenetic control regulation, reporter derepression | Potency, µM (doses to about 53.9 µM), for the others: at the top dose GFP activation, hits mostly activators | AID 1865 | murine LDR cells, GFP reporter derepression, 30 h | 0.2% of 280,000 active; further: potency means the concentration at half of the fitted maximal effect; % of control where 0% means no effect; nearly all actives have a fitted effect of over 60% in size
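Readout is the number of GFP-expressing murine LDR cells, counted by cytometry following washing. Cells were treated with compound for 30 h at 37 C; the stably integrated CMV-GFP locus is normally silent.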
Luc counter: counter-screen: inhibitors of Kinase-Glo firefly luciferase | Q27757 | Kinase-Glo luciferase, ATP luminescence, 8 min | Potency, µM (highest dose often 38.3 µM), for the others: top-dose activity change, negative = inhibition, hits mostly inhibitors | 0.28% of 200,000 active; further: potency means the concentration at half of the fitted maximal effect; on the % scale 0 is the no-effect control and ±100 the full control effect; nearly all actives have a fitted effect of over 60% in size
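Compounds were added to a substrate mix at pH 7.2 (50 mM imidazole, 10 uM ATP, within the enzyme's linear range), followed by Kinase-Glo detection reagent; luminescence was measured after 8 minutes at ambient temperature.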
CBFb-RUNX1 inh: CBF-beta/RUNX1 interaction disruption | 230,000 tested, under 10 active | Potency, µM (doses to about 59.8 µM), without a hit: at the highest dose activity, negative = inhibition, actives largely listed as inhibitors | Q01196+Q13951 | AID 1477 | AlphaScreen CBFb-His/RUNX1-biotin binding, biochemical; further: % of control where 0% means no effect
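Interaction loss through any mechanism counts as activity. Pre-formed complex of His-CBF-beta and biotin-RUNX1 (30 nM apiece) is incubated with compound 15 min, then with 50 ng nickel and 50 ng streptavidin beads for 90 min before AlphaScreen detection.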
HttQ103 aggreg: reduces HttQ103-GFP aggregates in PC12 cells. PC12 HttQ103-GFP aggregates, Acumen cytometry, 40 h. Potency, µM (top dose mostly 46.1 µM), for the others: top-dose activity change, negative = inhibition, most hits filed as inhibitors. 1.1% of 220,000 active. AID 1688; further: potency means the concentration at half of the fitted maximal effect; on the % scale 0 is the no-effect control and ±100 the full control effect; nearly all actives have a fitted effect of over 60% in size
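PC12 cells with ecdysone-inducible HTT exon1 Q103-GFP, induced by 100 nM tebufenozide, given compounds in a concentration series. GFP aggregates (1–25 um, 6 SD above background) counted in lysates by laser-scanning cytometry, 488 nm excitation.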
L3MBTL1 block: inhibitors of human L3MBTL1; AlphaScreen L3MBTL1–H3K9me1 peptide binding; Potency, µM (highest dose often 57.1 µM), for the others: at the top dose activity, negative = inhibition, hits mostly inhibitors; 0.66% of 230,000 active; AID 485360; further: potency means the concentration at half of the fitted maximal effect; on the % scale 0 is the no-effect control and ±100 the full control effect; nearly all actives have a fitted effect of over 60% in size
Target sequence (Q9Y468 whole entry, looked up): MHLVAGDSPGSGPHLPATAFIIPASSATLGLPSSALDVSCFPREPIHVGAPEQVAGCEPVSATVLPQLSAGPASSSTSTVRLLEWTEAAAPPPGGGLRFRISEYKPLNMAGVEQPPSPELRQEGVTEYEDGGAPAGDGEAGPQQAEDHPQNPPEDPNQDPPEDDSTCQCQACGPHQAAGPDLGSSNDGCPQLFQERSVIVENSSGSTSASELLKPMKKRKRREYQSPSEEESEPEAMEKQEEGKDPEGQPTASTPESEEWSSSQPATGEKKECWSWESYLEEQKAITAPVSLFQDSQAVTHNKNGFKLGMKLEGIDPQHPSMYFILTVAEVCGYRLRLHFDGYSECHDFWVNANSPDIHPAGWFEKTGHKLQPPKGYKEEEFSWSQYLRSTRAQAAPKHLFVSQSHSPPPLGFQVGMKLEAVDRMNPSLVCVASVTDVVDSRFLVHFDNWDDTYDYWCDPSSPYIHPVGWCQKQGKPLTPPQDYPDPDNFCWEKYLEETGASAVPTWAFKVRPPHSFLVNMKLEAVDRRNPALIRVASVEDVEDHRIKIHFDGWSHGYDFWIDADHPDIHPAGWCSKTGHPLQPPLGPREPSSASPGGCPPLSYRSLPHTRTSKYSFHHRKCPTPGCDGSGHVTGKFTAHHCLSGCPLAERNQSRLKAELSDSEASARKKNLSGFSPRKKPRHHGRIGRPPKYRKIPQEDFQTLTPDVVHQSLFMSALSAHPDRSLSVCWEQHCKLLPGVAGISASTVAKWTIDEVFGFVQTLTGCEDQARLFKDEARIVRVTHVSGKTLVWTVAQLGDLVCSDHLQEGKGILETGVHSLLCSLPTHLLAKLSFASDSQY
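AlphaScreen assay: L3MBTL1 (50 nM final) was preincubated 30 min at room temperature with biotinylated H3(1-15)K9me1 peptide (75 nM final), then 30 min with library compounds; streptavidin donor and nickel chelate acceptor beads (10 ug/mL final) added, 30 min dark.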
IMPase Li inh: IMPase inhibition in cells with lithium potentiation | 0.35% of 210,000 active | Potency, µM (titrated, usually from 59.4 µM), without a hit: at the highest dose activity, negative = IMPase inhibition, actives largely listed as inhibitors | CHO-M1 cells, IP1 TR-FRET (IP-One), carbachol + lithium;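 further: IP1 builds up when IMPase is blocked and the TR-FRET signal falls; potency means the concentration at half of the fitted maximal effect; plate controls were basal vehicle for no effect and high inhibitor control for full effect; nearly all actives have a fitted effect of over 50% in size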
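Lithium-sensitised IP1 accumulation assay; M1-expressing CHO cells treated 30 min at 37C with compound. Competitive antibody detection by time-resolved FRET followed a 10 min room-temperature lysis step.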
NPSR antag: blocks cAMP signaling of the human neuropeptide S receptor; Q6W5P4; CHO-NPSR cells, cAMP TR-FRET, antagonist mode; Potency, µM (highest dose often 38.3 µM), without a hit: at the top dose activity change, negative = inhibition, hits mostly inhibitors; 1% of 220,000 active; further: potency means the concentration at half of the fitted maximal effect; on the % scale 0 is the no-effect control and ±100 the full control effect; nearly all actives have a fitted effect of over 50% in size; many of its hits are not listed in these tables
Active calls of the source: *; ? = inconclusive; · = no result given; [ ] = dose if it differs, or a comment. The call rests on the fitted dose curve; in most records, active means well fitted curve in the direction sought with a large enough effect; inconclusive means small, poorly fitted or top-dose-only effect, or another doubt; inactive means no such curve, though single readings can be large; an effect the other way counts as inactive or inconclusive. These rows are one share of the data; count on the stated rates, not on these rows.

Each structure is followed by: CBFb-RUNX1 inh, Epigenetic derep, L3MBTL1 block, IMPase Li inh, NPSR antag, HttQ103 aggreg, Luc counter
O=C(C1CCCO1)N1CCN(C(=S)Nc2ccc(F)c(Cl)c2)CC1 (configuration not stated)
 : 6%, 1.3%, 0%, -4%, 8%, 15%, 3%
COc1ccc(-n2c(CCc3ccccc3)n[nH]c2=S)cc1
 : 8%, 4.8%, -5%[11.4 µM], 8%, -24%, ?, 5%
Cc1ccc(S(=O)(=O)N2CN(Cc3ccco3)c3nc4ccccc4nc32)cc1
 : -1%, -1.0%, -3%, ·, ?, 4%, ·
c1csc(-c2nnsc2-c2nc3ccccc3[nH]2)c1
 : -5%, ?, 0%, 1%[38.3 µM], ?, -22%, 6%
O=C(Cc1ccccc1)N/N=C/c1cc2c(cc1Cl)OCO2
 : 11%, 1.1%, -3%, 13%, -20%, -12%, 2%
O=C1/C(=C/c2ccc(C(=O)O)cc2)CCC/C1=C\c1ccc(C(=O)O)cc1
 : 0%, 0.0%, -7%, -4%, 11%, ?, 0%
COCCCn1c(SCC(=O)NC(C)(C)C)nnc1-c1cccs1
 : 10%, 3.2%, ·, ·, 4%, -3%[9.22 µM], ·
Cc1ccc(OCCOC(=O)Nc2ccccc2)cc1
 : 13%, 0.0%, 10%, -1%, 9%, 13%, -1%
CC(=O)Cc1nsc(Nc2ccc(C)cc2)n1
 : 5%, 0.0%, 1%, -1%, 2%, 4%[9.22 µM], -3%
O=C(NCCCO)Nc1ccc2nc(-c3ccco3)c(-c3ccco3)nc2c1
 : ·, -1.8%, ·, 19%[38.3 µM], 2%[46.1 µM], 2%, 16%
Cc1ccc(N2C(=O)c3cccc(Oc4ccc(Cl)cc4)c3C2=O)c(C)c1
 : 5%, 0.0%, 9%, 10%, -32%, -17%, -2%
Cc1[nH]c(=S)[nH]c(=O)c1Cc1ccccc1
 : 1%, -0.9%, 1%, -15%[38.3 µM], -8%[46.1 µM], 2%, -5%
Cc1ccc(S(=O)(=O)NCCC(c2ccccc2)c2ccco2)cc1 (configuration not stated)
 : 1%, 1.5%, -3%, -2%, ?, 17%, 1%
O=C(O)c1cc(N2C(=O)CCC2=O)ccc1NCc1cccnc1
 : 5%, -1.1%, ·, ·, 17%, -24%[9.22 µM], ·
CC1CC(C)(C)OC(C[N+]2(C)CCCCC2)O1 (configuration not stated)
 : 8%, 0.1%, 0%, ·, -14%, 22%[9.22 µM], ·
O=C1CCCC2=C1C1(CCCC1)N=C(Nc1nc3ccccc3s1)N2
 : 0%, ?, 3%, -24%[38.3 µM], ?, 13%, 0%
Cc1cc(C)nc(SCC(=O)N/N=C/c2cccc([N+](=O)[O-])c2)n1
 : -2%, -1.0%, -10%, 7%, 22%, 13%, -1%
O=C(Cn1cnc2ccccc2c1=O)NCCC(=O)N1CCN(c2ccccc2)CC1
 : 19%, 1.3%, -8%, 12%[38.3 µM], 3%[46.1 µM], -3%, 1%
Cc1ccc(CC(=O)NCCS(=O)c2ccc(C)cc2)cc1 (configuration not stated)
 : -2%, -6.4%, 37%[activator], 0%, 17%, 30%, 3%
CCN(CC)c1ccc(/C=N/Nc2nn[nH]n2)cc1
 : -4%, -1.1%, -14%, ·, -22%, 3%[9.22 µM], ·
CCCCc1nc2c(c3c1C[C@H](C)OC3)CN(C(=O)N[C@@H](C)c1ccccc1)CC2
 : -10%[13.1 µM], ·, ·, -3%, ·, ·, 0%[7.66 µM]
O=C1c2ccccc2-c2nnc(-c3ccccc3)cc21
 : -1%, 0.9%, -9%, -5%[38.3 µM], -7%[46.1 µM], 6%, 7.9µM*
CCSc1nnc(-c2ccc(Cl)cc2Cl)o1
 : 4%, -3.1%, 13%, -7%[38.3 µM], -7%[46.1 µM], 2%, -9%
COc1ccc(-n2c(=O)cc(N3CC(C)OC(C)C3)[nH]c2=O)cc1 (configuration not stated)
 : -3%, -0.3%, -7%, 9%[38.3 µM], 13%[46.1 µM], 3%, -2%
CC(=O)N(Cc1cccnc1)c1cccc(-c2nc3ccccc3s2)c1
 : 0%, 1.1%, 43%[activator], 9%, 6%, -1%[9.22 µM], -2%
COC(=O)c1cc(CSc2nc3ccccc3[nH]2)oc1C
 : -4%, 0.0%, ·, 25%[38.3 µM], -1%[46.1 µM], ?, -7%
Cc1ccc(S(=O)(=O)N(CCCO)Cc2cc3c(C)ccc(C)c3[nH]c2=O)cc1
 : 1%, 1.0%, ·, 18%[38.3 µM], -15%[46.1 µM], 1%, -1%
CSc1nc2ccccc2cc1/C=C(\C#N)c1ccccc1
 : -1%, -3.6%, 1%, 14%[38.3 µM], -14%[46.1 µM], 13%, -3%
CCOC(=O)c1[nH]cnc1C(=O)Nc1ccccc1OC
 : -1%, 0.0%, ?, 4%, -2%, 2%[9.22 µM], 3%
Cc1ccccc1N1Cc2ccccc2C1
 : -5%, -2.0%, -8%, 6%, 3%, -9%, -7%

Looked up above:
`O=C1/C(=C/c2ccc(C(=O)O)cc2)CCC/C1=C\c1ccc(C(=O)O)cc1` in Luc counter → 0%
`CC1CC(C)(C)OC(C[N+]2(C)CCCCC2)O1` (configuration not stated) in L3MBTL1 block → 0%
`Cc1ccc(OCCOC(=O)Nc2ccccc2)cc1` in NPSR antag → 9%

(listing goes on)
Each structure is followed by: CBFb-RUNX1 inh, Epigenetic derep, L3MBTL1 block, IMPase Li inh, NPSR antag, HttQ103 aggreg, Luc counter
O=C(OCc1nc2ccccc2s1)c1ccc(Br)o1
 : 4%, 1.1%, ·, -6%, 3%, -1%, 3%
Cc1ccc2ncccc2c1NC(=S)NC(=O)c1ccccc1
 : -17%, -0.4%, 18%, -6%, -6%, -21%, -1%
COc1ccc(S(=O)(=O)NCC2CCC(C(=O)NCC(OC)OC)CC2)cc1 (configuration not stated)
 : 1%, -0.3%, ·, -3%, 9%, 10%, ·
CC(C)(C)NC(=O)NC(=O)CN1CCN(C(c2ccccc2)c2ccccc2)CC1
 : -9%, 1.1%, ·, 1%, -55%, ?, 11%
CCOC(=O)Cc1nc(-c2ccc(Cl)cc2)n[nH]1
 : -5%, -2.3%, ·, -3%, 7%, -1%, -3%
CC(=O)Nc1ccc(Sc2ccccc2C(=O)O)cc1
 : 4%, -0.3%, 1%[11.4 µM], -1%, 7%, 6%, 4%
CCOC(=O)C1(Cc2ccccc2)CCN(Cc2cn[nH]c2-c2ccccc2)CC1
 : -17%, 1.1%, -10%, 11%, -2%, -17%[9.22 µM], -1%
CNc1nc(C)nc(-c2ccccc2O)n1
 : -3%, 0.0%, 11%, -10%[38.3 µM], 1%[46.1 µM], 13%, -2%
COc1ccccc1Nc1nc(N)nc(CN2CC(C)CC(C)C2)n1 (configuration not stated)
 : -1%, 1.1%, ·, 4%, 20%, -18%, -2%
CS(=O)(=O)N(CC(=O)N/N=C/c1cc2c(cc1Br)OCO2)c1ccccc1Br
 : 7%, -4.0%, -19%, 7%[38.3 µM], ?, -30%, 2%
COc1cc(O)cc2occ(-c3ccc(O)cc3)c(=O)c12
 : 6%, 3.0%, 3%, -1%, -21%, -12%[9.22 µM], ·
O=C(COc1ccc(Cl)cc1)NCc1cn2cc(Cl)ccc2n1
 : 4%, -1.4%, -7%, 8%, 0%, 7%, -2%
CC(C)COc1ccc(CNC(=S)N/N=C/c2ccc([N+](=O)[O-])cc2)cc1
 : -10%, -2.9%, ·, -3%[38.3 µM], ?, 6%, -1%
COc1ccccc1C1C(C(=O)c2cc3ccccc3o2)=C(O)C(=O)N1CCN1CCOCC1 (configuration not stated)
 : 2%, -4.8%, ·, 32µM*, 8%[46.1 µM], 15%, -3%
COc1ccc(C(=NNc2ccccc2C(=O)O)c2ccc(OC)cc2)cc1
 : -27%, 0.0%, -18%, 13%, 7.9µM*, 4%, 1%
O=S(=O)(c1cccc2nonc12)N1CCN(c2ccc(F)cc2)CC1
 : -5%, 1.1%, -22%, 2%, 5%, -19%[9.22 µM], -1%
O=c1[nH]cnc2c1C(c1ccccc1[N+](=O)[O-])c1c(nc[nH]c1=O)O2
 : 0%, -1.4%, ·, -3%[38.3 µM], -10%[46.1 µM], -3%, -3%
COc1ccc(CCNC(=O)c2cc(-c3cccs3)on2)cc1OC
 : -2%, 2.9%, 3%, -5%[38.3 µM], -5%[46.1 µM], 31%, -7%
COC(=O)CC1C(=O)NCCN1C(=O)c1ccc(S(=O)(=O)N2CCOCC2)cc1 (configuration not stated)
 : 8%, 4.3%, 10%, -1%, 18%, 4%, 3%
O=C(CN1CCN(c2ccccc2)CC1)Nc1scc2c1c(=O)oc1ccccc12
 : -1%, 3.8%, -2%, ·, -8%, 5%[9.22 µM], ·
CCCn1c(SCC(=O)Nc2ccccc2N2CCOCC2)nc2c1c(=O)n(C)c(=O)n2C
 : -4%, -1.2%, -20%, 11%, -1%[46.1 µM], -4%, 1%
O=C(CSc1n[nH]c(-c2cccs2)n1)N1CCN(S(=O)(=O)c2ccccc2)CC1
 : 3%, -2.6%, 3%, 6%[38.3 µM], -13%[46.1 µM], 16%, 3%
O=C(NCCC1=CCCCC1)c1cc(-c2ccncc2)nc2ccccc12
 : 0%, -1.1%, ?, 18%, -41%, -4%, 2%
Cc1ccc(-n2nc3c(=O)n(CC(=O)c4ccc(F)cc4)nc(C)c3c2C)cc1
 : -9%, 0.0%, -1%, -7%, 3%, -1%, 4%
FC(F)(F)c1cccc(NC(=S)NCCN2CCOCC2)c1
 : 1%, -1.9%, 3%, -9%, 14%, 14%, 1%
CCN1C(=O)/C(=C2\SC(=S)N(c3c(C)n(C)n(-c4ccccc4)c3=O)C2=O)c2ccccc21
 : 11%, -3.4%, 4%, 5%, -5%[46.1 µM], -18%, -10%
COCCn1c(SC(C)C(=O)Nc2ccc(Cl)cn2)nnc1-c1ccncc1 (configuration not stated)
 : 6%, -1.6%, -2%, -9%, 3%, -4%, 2%
NC(=O)COC(=O)CCCSc1nc2ccccc2s1
 : -1%, -2.0%, 5%, 2%, 6%, ?, -1%
Cc1ccc(CNC(=O)N[C@@H](Cc2ccccc2)C(=O)O)cc1
 : 10%, 16%, 4%, -10%, 13%, -9%, -1%
O=C(O)COc1ccc(/C=C2\SC(=Nc3ccccc3)N(c3ccccc3)C2=O)cc1
 : -2%, 2.3%, ·, -11%, -23%, -20%, 0%

Each structure is followed by: CBFb-RUNX1 inh, Epigenetic derep, L3MBTL1 block, IMPase Li inh, NPSR antag, HttQ103 aggreg, Luc counter
CCc1ccccc1NC(=O)c1ccc([N+](=O)[O-])s1
 : -3%, -0.7%, -6%, -3%, -8%, ?, 5%
Nc1cccc(B(O)O)c1
 : -16%, 2.9%, ·, -1%, ·, ·, -6%
COc1cccc(-c2nccc(NC3CCNCC3)n2)c1
 : ·, 3.2%, ·, -3%, ·, ·, 1%
O=C(Nc1ccon1)c1ccc(N2CCCCC2)c([N+](=O)[O-])c1
 : -11%, -1.2%, -45%, 20%, -16%, -13%, 7%

Screens: PubChem, National Center for Advancing Translational Sciences (NCATS)
